# Luciferase inh – blocks purified firefly luciferase enzyme activity; P08659; purified P. pyralis luciferase, luminescence, biochemical; Potency, µM (doses to about 115 µM), for the others: top-dose activity change, negative = inhibition, most hits filed as inhibitors; 2.5% of 76,000 active; AID 1347043; also: potency is read from the fitted curve at half-maximal effect; nearly all actives have a fitted effect of over 65% in size
#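 Biochemical qHTS: compound (6-point titration) added to 10uM D-luciferin plus 10uM ATP in Tris acetate pH 7.5 buffer with Mg, Tween-20 and BSA, then purified enzyme at 10nM; light output imaged.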
# IP6K1 inhibitor – blocks human inositol hexakisphosphate kinase 1. Q92551. IP6K1 kinase, ADP-Glo luminescence, 2 h; stronger effect = lower value. activity change, % (series mostly up to about 58 µM). 0.81% of 140,000 active. AID 1645851; in the data active = activity change below about -25%
# Target sequence (Q92551 whole entry, looked up): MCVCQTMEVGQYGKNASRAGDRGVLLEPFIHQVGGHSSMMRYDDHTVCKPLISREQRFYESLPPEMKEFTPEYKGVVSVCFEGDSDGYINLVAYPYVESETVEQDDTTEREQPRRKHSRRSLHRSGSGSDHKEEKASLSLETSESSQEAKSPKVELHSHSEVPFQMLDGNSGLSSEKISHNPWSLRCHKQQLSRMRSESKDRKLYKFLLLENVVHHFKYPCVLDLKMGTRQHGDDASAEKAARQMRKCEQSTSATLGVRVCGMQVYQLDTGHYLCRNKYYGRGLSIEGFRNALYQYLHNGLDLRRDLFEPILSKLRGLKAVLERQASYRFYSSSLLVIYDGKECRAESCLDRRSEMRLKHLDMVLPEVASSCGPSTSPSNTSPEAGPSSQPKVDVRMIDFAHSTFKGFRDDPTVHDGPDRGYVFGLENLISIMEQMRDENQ
#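 ADP-Glo luminescence measures ADP made by human IP6K1 during a 2 h RT reaction with ATP/IP6 (mix at 1.3 mM/130 uM); top library doses 57.5 and 19.1 uM final.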
# SNCA expr inh – inhibitors of alpha-synuclein (SNCA) gene expression | HEK-293 SNCA-luciferase knock-in, luminescence, 24 h | Potency, µM (series often up to 57.2 µM), without a hit: top-dose activity change, negative = inhibition, most hits filed as inhibitors | 0.17% of 140,000 active | AID 1671194;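 also: potency is read from the fitted curve at half-maximal effect; plate controls were DMSO cells for no effect and cell-free wells for full effect; nearly all actives have a fitted effect of over 45% in size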
# HEK293 tox – HEK 293 cell cytotoxicity. Potency, µM (doses to about 115 µM), for inactives: at the highest dose activity change, negative = cytotoxicity, most hits filed as inhibitors. HEK 293 viability, ATP luminescence (CellTiter-Glo), 48-72 h. AID 1345083. 6.6% of 94,000 active; also: potency is read from the fitted curve at half-maximal effect; nearly all actives have a fitted effect of over 60% in size
#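 HEK 293 cells seeded at 250 cells/well were exposed to compound for 48 or 72 hr at 37 degree Celsius. Viability taken as ATP content by CellTiter-Glo luminescence.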
# GPT2 inh – GPT2 alanine aminotransferase inhibition | Q8TD30 | Recombinant GPT2, coupled pyruvate oxidase/HRP Amplex Red fluorescence | Potency, µM (titrated, usually from 57.7 µM), without a hit: at the top dose activity change, negative = inhibition, hits mostly inhibitors | 0.25% of 100,000 active | AID 1671188; also: potency is read from the fitted curve at half-maximal effect; nearly all actives have a fitted effect of over 60% in size; many of its hits are not listed in these tables
# Target sequence (Q8TD30 whole entry, looked up): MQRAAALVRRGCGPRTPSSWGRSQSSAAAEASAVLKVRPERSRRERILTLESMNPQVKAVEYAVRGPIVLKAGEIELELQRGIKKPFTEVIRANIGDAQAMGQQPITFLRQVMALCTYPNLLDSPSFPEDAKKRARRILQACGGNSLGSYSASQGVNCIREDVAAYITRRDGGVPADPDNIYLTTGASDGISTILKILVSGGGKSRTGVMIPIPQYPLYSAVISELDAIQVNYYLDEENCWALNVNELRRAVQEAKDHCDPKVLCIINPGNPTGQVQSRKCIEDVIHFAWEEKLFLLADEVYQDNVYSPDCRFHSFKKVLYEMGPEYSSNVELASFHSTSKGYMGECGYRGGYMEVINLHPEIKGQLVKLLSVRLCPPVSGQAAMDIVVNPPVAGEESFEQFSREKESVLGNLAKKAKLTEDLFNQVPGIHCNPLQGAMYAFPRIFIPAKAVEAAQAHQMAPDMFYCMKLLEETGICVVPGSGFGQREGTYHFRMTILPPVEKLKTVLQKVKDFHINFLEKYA
#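 Recombinant GPT2 (10ng/uL) with 250uM a-KG and 2mM L-alanine, 30 min at room temperature, in HEPES pH 7.5 buffer. Pyruvate detected by pyruvate oxidase/HRP/Amplex Red fluorescence after 30 min in the dark; AOA (50uM) as positive control.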
# SNCA viab count – counter-screen for SNCA expression inhibitors: cell viability | 0.12% of 150,000 active | HEK-293-SNCA-luc viability, GF-AFC fluorescence, 24 h | Potency, µM (doses to about 57.1 µM), for the others: at the top dose activity change, negative = cytotoxicity, hits mostly cytotoxic;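 also: potency is read from the fitted curve at half-maximal effect; 0% = DMSO-treated cells and -100% = medium-only wells without cells; nearly all actives have a fitted effect of over 30% in size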
#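 HEK-293-SNCA-luc cells (1500/well) plated 24 h, then exposed 24 h to a dilution series; GF-AFC added 30 min at 37C, fluorescence 405/540 nm; normalised to medium-only and DMSO wells, Hill fit.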
# 3T3 cytotox – cytotoxic compounds in NIH 3T3 cells. NIH 3T3 viability, CellTiter-Glo ATP luminescence, 48-72 h. Potency, µM (top dose mostly 96.7 µM), for inactives: top-dose activity change, negative = cytotoxicity, hits mostly inhibitors. 4.3% of 94,000 active. AID 1345082; also: potency is read from the fitted curve at half-maximal effect; nearly all actives have a fitted effect of over 55% in size
#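 Luminescent ATP readout (CellTiter-Glo, 10 min RT) after 48 or 72 hr compound exposure of NIH 3T3 cells seeded at 400 cells/well in 1536-well format; quantitative HTS.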
# * marks the source's active call; other numbers are inactive results; i = inactive; ? = inconclusive; . = no result given; & = joins results of further samples; [ ] = another dose, or the depositor's remark. Unless noted, calls follow the shape of the dose curve; as a rule, active = well fitted curve in the direction sought with a large enough effect; inconclusive = small, poorly fitted or top-dose-only effect, or another doubt; inactive = no such curve, though single readings can be large; an effect the other way counts as inactive or inconclusive. Unless noted, % is scaled to controls: 0 for no effect and ±100 for the full control effect. Not all compounds are listed, so the mix of outcomes need not match the whole.
item	canonical_smiles	IP6K1 inhibitor	HEK293 tox	3T3 cytotox	SNCA expr inh	GPT2 inh	SNCA viab count	Luciferase inh
1	CCN1c2cc(C(=O)NCc3ccc(C)cc3)ccc2C(=O)N2CCCCCC21 (centres undefined)	22.9	?	?	15.3%	i	8.1%[12.5 µM]	-8.2%
2	O=c1cc2nc(-c3cccs3)nc(SCCOc3ccc(Cl)cc3)n2[nH]1	-3.1	.	.	0.5%	.	?	.
3	Cc1ccc(NC(=O)N2Cc3[nH]cnc3C[C@H]2c2nc(-c3ccc4ccccc4c3)no2)cc1	17.5	?	?	101.2%[activator]	?	-28.2%	20µM*
4	O=C(NCC1CCOCC1)c1ccc2[nH]ccc2c1	9.4	-0.2%	-3.2%	27.8%	3.8%	4.0%	-12.1%
5	O=C(NC1CCN(c2nccc(Nc3ccccc3Cl)n2)CC1)c1ccccn1	0.7	?	?	57.9%[activator]	i	-4.9%	.
6	Cc1ccc(-c2ncc3c(n2)OCCN(Cc2ccc(F)cc2F)C3=O)cc1	0.9	-21.7%[172 µM]	?	112.4%[activator][87.6 µM]	0.0%[88.5 µM]	-1.3%[87.6 µM]	3.16µM*
7	O=C1CN(C(=O)COc2ccc(Cl)cc2)C(c2ccc(F)cc2)c2cc(Br)ccc2N1 (centres undefined)	-6.0	.	.	?	.	?	.
8	CCN(CC)Cc1nc(C2(O)CCN(C3COC3)CC2)cs1	-2.7	i	-15.5%[174 µM]	-16.3%[87.6 µM]	-1.8%[88.5 µM]	0.7%[87.6 µM]	-0.5%[172 µM]
9	CNC(=O)c1cc[nH]c1C1CCCN(C(=O)CCc2c(C)n[nH]c2C)C1 (centres undefined)	37.7	-1.1%	-0.8%	-14.9%	0.9%	7.4%[12.5 µM]	1.6%
10	Cc1nc2c(c(-c3ccc(O)cc3)n1)CN(Cc1ccc(C(F)(F)F)cc1)CCC2	-0.7	31.6µM*	?	-10.5%	-6.3%	0.8%	-5.3%
11	Cc1nnc(SCc2cc(=O)n3cccc(C)c3n2)s1	24.5	.	.	53.7%[activator]	.	5.0%	.
12	CC(=O)c1cccc(NC(=O)C(C)n2c(=O)cc(-c3ccccc3)c3c(C)nn(C)c32)c1 (centres undefined)	-6.4	.	.	-2.5%	.	-5.2%	.
13	CCn1cc2nc(SCC(=O)Nc3cc(OC)ccc3OC)n(Cc3ccc(Cl)cc3)c(=O)c2n1	6.1	.	.	19.0%	.	0.4%	.
14	COC(=O)[C@@H]1Cc2c([nH]c3ccccc23)[C@@H]2C[C@@H](NCCCn3ccnc3)C[C@@H](c3ccc(F)c(F)c3)N12	-16.8	25.1µM*	28.2µM*	3.1%	-0.4%	4.4%	-5.3%
15	CC(=O)NCCCC(=O)N1CCOC2(CCN(C(=O)CCCN)CC2)C1	-14.0	-1.0%	1.9%	-23.9%	-9.8%	1.4%	.
16	Cc1ccc(-c2ncc(NC(=O)c3ccccc3C(F)(F)F)cn2)cc1	1.2	-15.2%	-3.7%	181.2%[activator]	0.2%	5.9%	?
17	CCN(C(=O)CSc1nc(-c2ccccc2)no1)c1ccccc1	29.2	.	.	13.7%	.	-11.1%	.
18	CN(C)c1cc2c(Nc3ccc4c(cnn4Cc4ccccc4)c3)ncnc2cn1	-7.4	.	.	-5.7%	?	8.0%&-16.9%	.
19	COc1cc(CNC(=O)c2cc3n(n2)CCCN(Cc2ccc(C)cc2)C3=O)cc(OC)c1OC	-10.6	.	.	-19.0%	.	-1.7%	.
20	Cc1ccc(OCc2nc(C3CCNCC3)no2)cc1	-2.9	?	?	-15.2%	-3.7%	-0.7%	-6.3%
21	COCCC(=O)N1CCC2(CC1)CC(Cc1nc(CCOC)no1)CCO2 (centres undefined)	-11.9	-13.3%	-8.8%	-12.0%	i	3.6%	4.2%
22	O=C(C1c2ccccc2C(=O)N(Cc2ccccc2)C12CCCC2)N1CCCC1 (centres undefined)	20.2	-9.4%	-6.1%	-1.7%	i	-6.8%	-6.1%
23	O=C(NC1CCC1)c1ccc2c(c1)C1(CCN(CC3CC3)C1)CN2Cc1ccccc1 (centres undefined)	-5.6	56.2µM*	?	-12.1%[87.6 µM]	-8.5%[88.5 µM]	-21.6%[87.6 µM]	-17.9%[172 µM]
24	COc1ccc(-c2nnc([C@H]3CCN(c4ncccn4)C3)o2)cc1	21.6	-18.5%[172 µM]	-25.6%[174 µM]	28.5%[87.6 µM]	-5.8%[88.5 µM]	-11.2%[87.6 µM]	0.8%[172 µM]
25	CC[C@H]1CN(C(=O)c2ccc(F)cc2)CC[C@H]1CC(=O)N(CC)C(=O)NCCCN(C)C	-5.0	0.3%	-10.8%	-4.6%	-28.7%	6.2%	6.6%
26	CC1CN(c2ccccc2C#N)C(=O)CN1C(=O)c1ccc2c(c1)OCCO2 (centres undefined)	-8.0	-7.2%	2.2%	7.2%	3.7%	-0.1%	12.3%
27	CC(C)c1noc(-c2cn(C3CCN(C(=O)CCc4ccccc4)C3)nn2)n1 (centres undefined)	13.5	-29.9%	-9.8%	-13.3%	i	-4.4%	5.0%
28	C#CCN(C)C(=O)CC1COc2ccc(C(=O)NCCOC)cc2N1C (centres undefined)	8.1	-9.5%	-11.7%	-11.7%	-1.2%	-1.4%	-1.4%
29	CCN1C(=O)CCC2(C(=O)NCC3CC3)CCCC=C12 (centres undefined)	9.6	-12.5%	-2.9%	-15.0%	i	8.7%	-9.3%
30	CCc1ccc(NS(=O)(=O)c2ccc3[nH]cc(C(=O)NCCc4ccccc4)c(=O)c3c2)cc1	-7.8	.	.	94.4%[activator]	.	-11.6%	.
31	COc1cc(OC)cc(C(=O)Nc2ccc(S(=O)(=O)Nc3ncccn3)cc2)c1	17.3	.	.	20.2%	.	4.6%	.
32	CCOc1ccccc1NC(=O)CN1C(=O)COc2ccc(S(=O)(=O)N3CCCCCC3)cc21	4.8	.	.	3.8%	.	?	.
33	CN1C(=O)C2(CCN(C(=O)NC3CCCCC3)CC2)c2ccccc21	-11.8	?	?	0.7%	i	-6.8%	9.3%
34	N#Cc1cccc(CN2CCc3nc(C(=O)NCCOc4ccccc4)oc3CC2)c1	1.9	?	?	-3.1%[87.6 µM]	-3.6%[88.5 µM]	-20.9%[87.6 µM]	-21.1%[172 µM]
35	CSc1ccc(NC(=O)c2ccc3c(c2)N(C)C2CCCN2C3=O)cc1 (centres undefined)	45.4	?	-17.7%	231.1%[activator]	i	7.6%[12.5 µM]	14.1µM*
36	Cc1ccc(NC(=O)Cn2c(=O)c(-c3noc(C)n3)c3n(c2=O)CCCCC3)cc1	11.3	0.0%	-11.6%	-23.9%	i	-2.0%	-4.5%
37	CCC(CC)C(=O)N1C[C@@H](CO)[C@@H]2Oc3ccc(Cl)cc3[C@@H]21	8.8	?	?	.	.	.	.
38	CC(=O)c1cccc(C(=O)N2CCC3(CC2)N=C(c2ccc(C)cc2)NO3)c1	2.3	?	-12.0%	137.8%[activator]	-7.7%	10.4%	?
39	CCCCNC(=O)N1CC(C(=O)NC(C)c2ccccc2)CC(c2ccc(OC)c(OC)c2)C1 (centres undefined)	24.7	?	?	12.0%	i	-1.0%	4.6%
40	COc1ccc(C2c3c(n(C)c4ccccc34)C(=O)N2CC(=O)Nc2cc(Cl)ccc2C)cc1 (centres undefined)	13.8	.	.	15.9%	.	?	.
41	COc1ccc(NC(=O)N2c3ccccc3CC2c2nc(C3CC3)no2)c(OC)c1 (centres undefined)	7.5	?	-27.9%	-0.9%	i	-29.8%	8.7%
42	COc1ccc(S(=O)(=O)N2Cc3ccccc3CC2C(=O)Nc2ccc(C)cc2)cc1OC (centres undefined)	-3.2	.	.	-7.3%	.	-6.9%	.
43	C=CCOC(=O)C1=C(C)N(Cc2ccc(Br)cc2)C(=O)CC1c1ccccc1Cl (centres undefined)	3.2	-22.4%	-27.3%	0.6%	i	?	-8.1%
44	CN(C)C[C@@H]1CN(Cc2ccccc2)C[C@H]1N	-10.7	?	?	7.7%	i	-10.2%	3.3%
45	COCCN1C(=O)CCc2cc(NC(=O)c3ccc(F)cc3Cl)ccc21	12.9	?	-22.8%	23.0%	-5.0%	15.5%	-37.5%
46	CCOc1ccc(CNS(=O)(=O)c2cc3c(cc2C)NC(=O)CO3)cc1OC	-12.8	.	.	-16.5%	.	6.3%	.
47	Cc1ccccc1C(=O)OCc1cc(=O)n2c(C)csc2n1	-10.6	.	.	121.9%[activator]	.	-2.2%	.
48	CCOc1ccc(NC(=O)CSc2nnc(-c3ccncc3)n2-c2ccccc2)cc1	5.5	.	.	-10.4%	.	2.1%	.
49	CCCc1nnc(NC(=O)Cc2coc3cc(C)cc(C)c23)s1	-9.0	.	.	8.4%	.	-0.1%	.
50	N#Cc1ccc(CN2CCn3nnc(-c4nc(-c5ccsc5)no4)c3C2=O)cc1	5.9	?	-19.8%	1.1%	3.3%	9.8%[12.5 µM]	-3.9%
51	CCc1nnc(SCC(=O)Nc2cc(Cl)c(OC)cc2OC)c2cc3oc(C)cc3n12	-0.5	.	.	5.9%	.	-3.7%	.
52	COc1ccc(-c2cc(C)no2)cc1S(=O)(=O)N1CCCC(C)C1 (centres undefined)	13.5	.	.	16.6%	.	?	.
53	CN1c2cc(C(=O)Nc3ccc(F)cc3)ccc2C(=O)N2CCCCC21 (centres undefined)	1.1	?	-2.5%	223.8%[activator]	i	?	25.1µM*
54	Fc1ccc(NCc2ccccc2-c2nnc(-c3ccccc3Cl)o2)cc1Cl	-12.1	.	.	69.4%[activator]	.	4.2%	.
55	CCCCOC(=O)c1ccc(NC(=O)CC2NCCNC2=O)cc1 (centres undefined)	-1.2	.	.	37.5%[activator]	.	-1.7%	.
56	Cc1cc(-c2nc3ccccc3s2)ccc1NC(=O)c1cc(Cl)ccc1Cl	-16.6	.	.	61.8%[activator]	.	0.4%	.

# Continued:
item	canonical_smiles	IP6K1 inhibitor	HEK293 tox	3T3 cytotox	SNCA expr inh	GPT2 inh	SNCA viab count	Luciferase inh
57	CC(C)CCN(C1CCOCC1)C1CCN(Cc2cccnc2)CC1	-14.9	-1.9%	-10.8%	-9.5%	i	3.3%	6.5%
58	Cc1noc2c(N3CC(O)C3)cc(-c3ccc(F)cc3)nc12	-1.0	?	?	-20.7%[87.6 µM]	-1.5%[88.5 µM]	2.5%[87.6 µM]	3.1%[172 µM]
59	O=C(Cc1ccccc1)NCC(=O)N1CCCCCNC(=O)CC1c1ccccc1 (centres undefined)	3.4	i	-4.1%	19.4%	-13.1%	-1.2%	-1.0%
60	Cc1cc(=O)c(C(=O)N2CCC3(CC2)CC(C(=O)O)N(C)C3)c(C)[nH]1 (centres undefined)	-5.7	-1.0%	i	-1.5%	i	2.6%	-5.1%
61	N#Cc1cccc(CN2Cc3[nH]cnc3C[C@H]2c2nc(-c3ccc(OC(F)(F)F)cc3)no2)c1	-5.4	?	?	?	-14.6%	-18.2%	?

# Assay outcomes: PubChem, National Center for Advancing Translational Sciences (NCATS)
